Bioassay records from PubChem.
12-LOX inh: inhibitors of human 12S-lipoxygenase ALOX12; P18054; purified 12hLO, xylenol orange hydroperoxide absorbance; Potency, µM (doses to about 108 µM), inactives show top-dose activity change, negative = inhibition, hits mostly inhibitors; hit rate 1.1% among 580,000; note: potency is the fitted concentration of half-maximal effect; % is set by controls: 0 for no effect and ±100 for the full control effect
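Hydroperoxide product was detected by ferrous iron/xylenol orange as the 573 to 405 nm absorbance ratio. Arachidonic acid at 40 uM (final) was turned over for 30 min at room temperature by 150 nM human 12hLO, pH 7.0 Hepes buffer, after 15 min compound preincubation.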
G9a inh: G9a (human) methyltransferase inhibition. G9a H3K9 monomethylation, AlphaScreen, 2 h. hit rate 8.8% among 350,000. Potency, µM (doses to about 102 µM), for inactives: at the highest dose activity, negative = inhibition, usual class: inhibitors; note: potency is the fitted concentration of half-maximal effect; % is set by controls: 0 for no effect and ±100 for the full control effect; nearly all actives have a fitted effect of over 75% in size
Target sequence (Q96KQ7 913-1193 limits assumed): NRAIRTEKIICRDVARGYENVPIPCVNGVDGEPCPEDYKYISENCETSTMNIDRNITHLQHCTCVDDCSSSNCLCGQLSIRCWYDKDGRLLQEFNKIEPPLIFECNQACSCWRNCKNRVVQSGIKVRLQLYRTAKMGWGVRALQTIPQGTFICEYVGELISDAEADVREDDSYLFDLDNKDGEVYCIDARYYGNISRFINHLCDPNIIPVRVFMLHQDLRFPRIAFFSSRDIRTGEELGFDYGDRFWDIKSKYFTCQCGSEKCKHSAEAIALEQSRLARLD
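Quantitative HTS format: methyltransferase activity on a biotin-tagged H3K9 peptide is measured by AlphaScreen, using a rabbit anti-monomethyl-H3K9 antibody with streptavidin donor and anti-IgG acceptor beads. Final levels are 20 nM enzyme, 500 nM peptide, 20 uM SAM; 2 h RT.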
BAZ2B inh: BAZ2B (human) inhibition; Q9UIF8; AlphaScreen BAZ2B-H3K14Ac peptide displacement; AID 504333; hit rate 4.4% among 360,000; Potency, µM (top dose mostly 114 µM), for inactives: at the top dose activity change, negative = inhibition, actives largely listed as inhibitors; note: potency is the fitted concentration of half-maximal effect; % is set by controls: 0 for no effect and ±100 for the full control effect; nearly all actives have a fitted effect of over 60% in size
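Compounds, titrated to a top concentration of 110 uM, were incubated 30 min at room temperature with preformed BAZ2B/acetyl-K14 H3 peptide complex (50 nM each). Proximity signal was measured by AlphaScreen after 20 min with beads.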
GLS inhibitor: blocks human kidney-isoform glutaminase activity; GLS enzymatic activity, qHTS titration; Potency, µM (series often up to 45.5 µM), inactives show at the highest dose activity change, negative = inhibition, actives largely listed as inhibitors; O94925; hit rate 0.21% among 410,000; note: potency is the fitted concentration of half-maximal effect; % is set by controls: 0 for no effect and ±100 for the full control effect
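hKGA in 45 mM KH2PO4 pH 8.2, 0.02% Tween-20 with pin-transferred compounds; 1 mM L-glutamine (stock) plus glutamate oxidase/HRP/Amplex Red coupling added. Fluorescence read initially and after 30 min at RT.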
JMJD2A Tudor inh: inhibitors of human JMJD2A Tudor domain; hit rate 4.4% among 390,000; Potency, µM (titrated, usually from 114 µM), for the others: top-dose activity change, negative = inhibition, hits mostly inhibitors; AlphaScreen JMJD2A-Tudor / H3K4me3 peptide binding; O75164; AID 504339; note: potency is the fitted concentration of half-maximal effect; % is set by controls: 0 for no effect and ±100 for the full control effect; nearly all actives have a fitted effect of over 50% in size
HP1b binding inh: inhibitors of HP1-beta chromodomain binding to methylated histone tails. P83916. AID 540317. AlphaScreen HP1-beta / biotin-H3K9me3 peptide binding. hit rate 0.56% among 390,000. Potency, µM (highest dose often 114 µM), without a hit: at the top dose activity change, negative = inhibition, usual class: inhibitors; note: potency is the fitted concentration of half-maximal effect; nearly all actives have a fitted effect of over 70% in size; inactives centre near 23
Target sequence (P83916 whole entry, looked up): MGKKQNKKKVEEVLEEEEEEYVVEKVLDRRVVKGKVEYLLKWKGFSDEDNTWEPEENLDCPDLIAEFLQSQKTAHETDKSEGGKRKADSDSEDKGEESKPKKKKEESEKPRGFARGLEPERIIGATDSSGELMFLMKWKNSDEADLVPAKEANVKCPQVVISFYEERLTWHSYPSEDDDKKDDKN
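HP1-beta protein (50 nM final) preincubated 30 min at room temperature with biotinylated H3(1-18)K9me3 peptide (50 nM) in PBS pH 7.4, 0.01% Tween-20, then compound added for 30 min. AlphaScreen streptavidin donor/nickel chelate acceptor beads (10 ug/mL final), 30 min dark, luminescence read.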
PI4K2A block: blocks human PI4K2A kinase activity; Q9BTU6; purified PI4K2A, ADP-Glo luminescence, 1 h; active compounds read low; activity change, negative = inhibition, % at 76.9 µM; hit rate 0.13% among 420,000; in the data active = activity change below about -50%; inconclusive = mostly about -30% to -49%;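 note: -100% = wells without enzyme as full effect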
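Compounds are screened against recombinant PI4K2A using PI as substrate and ATP, the latter dispensed at 300 microM. Reactions run one hour at ambient temperature before ADP-Glo detection; full inhibition defined by wells lacking enzyme.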
ERG-DNA inh: ERG Ets/DNA interaction inhibition | P11308 | fluorescence polarization, His-ERG Ets domain / labelled DNA | Potency, µM (doses to about 76.9 µM), for inactives: at the top dose FP activity, negative = inhibition, hits mostly inhibitors | hit rate 0.028% among 370,000; active = well fitted inhibition curve with a large enough effect in the polarisation, with a control signal flat; inconclusive = small, poorly fitted or top-dose-only effect, or effect the other way, or a change in a side signal; inactive = no such curve, though single readings can be large or run the other way; the % refers to the polarisation;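 note: polarization taken with two DNA probes labelled with fluorescein and Texas red; potency is the fitted concentration of half-maximal effect; % of control where 0% means no effect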
Target sequence (P11308 whole entry, looked up, the tested form may be a part): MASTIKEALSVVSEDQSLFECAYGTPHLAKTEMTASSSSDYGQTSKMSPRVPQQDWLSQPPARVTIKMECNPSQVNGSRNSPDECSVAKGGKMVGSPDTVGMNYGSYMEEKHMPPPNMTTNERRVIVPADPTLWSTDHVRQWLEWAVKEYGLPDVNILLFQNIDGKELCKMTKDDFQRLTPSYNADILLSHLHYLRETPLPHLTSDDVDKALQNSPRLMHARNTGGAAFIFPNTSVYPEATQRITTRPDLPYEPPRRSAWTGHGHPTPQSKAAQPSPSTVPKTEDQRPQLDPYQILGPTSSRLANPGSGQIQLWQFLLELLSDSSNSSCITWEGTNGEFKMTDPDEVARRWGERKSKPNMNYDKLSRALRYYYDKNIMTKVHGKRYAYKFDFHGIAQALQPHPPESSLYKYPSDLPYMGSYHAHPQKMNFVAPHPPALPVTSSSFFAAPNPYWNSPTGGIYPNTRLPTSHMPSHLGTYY
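His-tagged ERG Ets domain (1 uM in the protein solution; 300mM KCl, 50mM Tris-HCl, 1mM EDTA, 1mM DTT, pH 7.5) received compound, then a probe mix of 5 nM fluorescein-DNA and 100nM Texas-615-DNA. Fluorescence polarization was read for both dyes.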
RGS4 inh: blocks human RGS4-accelerated GTP hydrolysis. P49798. Transcreener GDP fluorescence polarization, RGS4-accelerated GTP hydrolysis. Potency, µM (titrated, usually from 114 µM), for inactives: at the highest dose activity change, negative = inhibition, actives largely listed as inhibitors. hit rate 0.039% among 390,000; note: potency is the fitted concentration of half-maximal effect; % is set by controls: 0 for no effect and ±100 for the full control effect; nearly all actives have a fitted effect of over 75% in size; some results filed as inactive show a strong effect at the top dose
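MLSMR compounds (23 nl, pin-transferred) preincubated 10 min at room temperature with a 500nM (2x) first reagent, then RGS4 at 900nM (2x) plus Transcreener GDP mix added; fluorescence polarization (620/688 nm) read before and after 90 min at 30 °C.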
* hit, by the source's call; ? = inconclusive; / = not tested or not shown; & = joins results of further samples; [ ] = remark or other dose. Unless noted, calls come from the whole dose curve; as a rule, active = well fitted curve in the direction sought with a large enough effect; inconclusive = small, poorly fitted or top-dose-only effect, or another doubt; inactive = no such curve, though single readings can be large; an effect the other way counts as inactive or inconclusive.

SMILES	12-LOX inh	G9a inh	BAZ2B inh	GLS inhibitor	JMJD2A Tudor inh	HP1b binding inh	PI4K2A block	ERG-DNA inh	RGS4 inh
COCCCN1C(=O)N(c2ccccc2)C(=O)C1CC(=O)Nc1ccc(F)cc1 (configuration not stated)	4%&-23%	-2%	-1%&-3%	0%&-1%	5%&-10%	27%&22%	0&-2	-3%&2%	15%&22%
COc1ccc(NC(=O)CN2CCC(C(N)=O)(N3CCCCC3)CC2)cc1	16%	15%	-4%	2%	-12%	12%	3	4%	-21%
Fc1ccc(NCc2nnc(SCc3ccccc3)o2)cc1	50%[activator]	/	-23%	5%	-12%	14%	-1	-12%	-14%
CCOC(=O)C1=C(C)Nc2sc(C(=O)c3ccc(Br)cc3)c(N)c2C1c1ccc(C(=O)OC)cc1 (configuration not stated)	/	1%[12.7 µM]	3%	-6%	-21%	15%	-8	1%	0%
CN(CC(=O)Nc1ccccc1Cl)C(=O)CN1C(=O)C2CCCCC2C1=O (configuration not stated)	-13%	-8%	29%	6%	-4%	18%	-2	-2%	-15%
Cc1ccc(OCC(=O)NNC(=S)NC(=O)c2cccs2)c(C)c1	?	/	1%	12%	-23%	43%	-5	5%	-27%
Cc1cccc(C(=O)Nc2cc(-c3ccccc3F)nn2-c2ccccc2)c1	-7%	5%[59 µM]	7%	-4%	1%	25%[57 µM]	-1	7%	-22%
O=C(COc1ccc(-c2nnco2)cc1)Nc1c(F)cccc1F	-21%	0%	6%	-4%	-5%	20%	0	3%	-9%
COc1ccc([N+](=O)[O-])cc1N(CC(=O)NCC1CCCO1)S(C)(=O)=O (configuration not stated)	-2%	11%[59 µM]	5%	-1%	-10%[57.1 µM]	41%[activator]	-1	-7%	-12%
Cc1ccc(N(CC(=O)N2CCN(c3cccc(Cl)c3)CC2)S(=O)(=O)c2c(C)noc2C)cc1	-15%	-5%[59 µM]	/	0%	-23%	10%	-4	-3%	-1%
Cc1cc(C)nc(NC(=O)c2ccc(C)c(C)c2)n1	?	10%[59 µM]	-7%[0.457 µM]	3%	-14%	16%	-2	-5%	11%
O=C(NC(=S)Nc1ccc(-c2nc3ncccc3o2)cc1)c1ccccc1F	-9%	-33%	?	4%	-11%[11.4 µM]	32%	-7	-3%	-5%

3 entries already listed, ordered by molar mass, largest number first:
SMILES	12-LOX inh	G9a inh	BAZ2B inh	GLS inhibitor	JMJD2A Tudor inh	HP1b binding inh	PI4K2A block	ERG-DNA inh	RGS4 inh
COc1ccc([N+](=O)[O-])cc1N(CC(=O)NCC1CCCO1)S(C)(=O)=O (configuration not stated)	-2%	11%[59 µM]	5%	-1%	-10%[57.1 µM]	41%[activator]	-1	-7%	-12%
Cc1ccc(OCC(=O)NNC(=S)NC(=O)c2cccs2)c(C)c1	?	/	1%	12%	-23%	43%	-5	5%	-27%
O=C(COc1ccc(-c2nnco2)cc1)Nc1c(F)cccc1F	-21%	0%	6%	-4%	-5%	20%	0	3%	-9%

Other entries
SMILES	12-LOX inh	G9a inh	BAZ2B inh	GLS inhibitor	JMJD2A Tudor inh	HP1b binding inh	PI4K2A block	ERG-DNA inh	RGS4 inh
Cc1c(NC(=O)CN2c3cccc4cccc(c34)S2(=O)=O)c(=O)n(-c2ccccc2)n1C	-12%	-15%[59 µM]	-5%	-1%	-8%	37%	0	-1%	?
COc1ccc(S(=O)(=O)N2CCN(CCc3ccccc3)CC2)cc1	-27%	/	-3%	-3%	-3%	36%	-2	7%	2%
c1cncc(CSc2nnc3ccc(-c4cccs4)nn23)c1	4%	-23%	/	-9%	-15%[11.4 µM]	50%[activator]	-1	-5%	4%[11.4 µM]
O=C(Oc1ccc(-c2nnco2)cc1)c1ccc(F)c(S(=O)(=O)N2CCOCC2)c1	3%	?	10%	19%	-6%	21%	4	/	20%
Cc1cc(C(=O)N2CCN(S(C)(=O)=O)CC2)cs1	1%	-4%[12.7 µM]	1%	0%	1%	22%	1	2%	3%
CCCC[C@H](CC(=O)c1ccccc1)[C@@H](OC(C)=O)C(=O)Oc1c(C(C)C)cccc1C(C)C	?	-1%[0.501 µM]	17%	2%	19%	69%[activator]	-1	-13%	-1%
COc1cccc(-c2[nH]c3c(c2-c2c(-n4cccc4)n(C)c(=O)[nH]c2=O)c(=O)[nH]c(=O)n3C)c1	-20%	8%[59 µM]	2%	-2%	6%	68%[activator]	3	2%	8%
CCOC(=O)c1cc(NC(=O)N(C(C)C)C(C)C)c(C)nc1C	-2%	-1%[59 µM]	-1%	2%	-4%	12%	2	2%	37%
Cc1ccc(NC(=O)COC(=O)CCc2c(C)nc3ncnn3c2C)cc1	-4%	/	/	-13%	-13%	-10%	1	7%	20%
CC(=O)Nc1ccccc1C(=O)C(=O)Nc1ccccc1	0%	11%[59 µM]	-8%	2%	-10%	14%	5	-8%	10%
CCN(CC)S(=O)(=O)c1ccc2c(c1)c(=O)c(C(=O)N1CCN(c3ccccn3)CC1)cn2C	2%	15%[2.33 µM]	?	-4%	14%	20%	6	-6%	5%
COC(=O)c1sccc1NS(=O)(=O)c1ccccc1	-3%	77%[activator]	-2%	0%	18%	63%[activator]	2	0%	-4%
O=C(CSc1nnc2n1CCCCC2)Nc1ccc(N2CCOCC2)cc1	?	10%[12.7 µM]	3%	13%	-3%	25%	-4	-11%	-8%
C=CCOc1ccccc1CN1CCCC(CCC(=O)N(C)CCc2ccccn2)C1 (configuration not stated)	23%	-27%	0%	5%	-25%	38%[activator]	6	-1%	27%
COc1cccc(NC(=O)CSc2nnc(CN3CCOCC3)n2C)c1	0%	23%[59 µM]	4%	14%	?	-9%	-2	-4%	-13%
COc1ccc(NS(=O)(=O)c2cn(C)nc2C)cc1	0%	74%[activator]	-1%	23%	0%	24%	-5	-2%	17%
COc1ccc(C2C(C(C)=O)=C(O)C(=O)N2C)c(OC)c1 (configuration not stated)	0%	45µM*	-37%	-26%	?	19%	2	-15%	6%
O=C(OCc1cc(=O)n2c3c(sc2n1)CCCC3)c1cccc(NC(=O)c2ccccc2F)c1	-29%	2%[59 µM]	-9%	-10%	-6%	11%	6	1%	14%
CC(OC(=O)/C=C/c1ccccc1)C(=O)Nc1ccc2c(c1)OCCO2 (configuration not stated)	-4%	-3%[12.7 µM]	9%	-6%	0%	27%	1	-1%	-7%
Cc1ccc(-n2ncc(C#N)c2/N=C/N(C)C)cc1	-2%	2%[59 µM]	-14%	-6%	15%	51%[activator]	6	0%	-16%
O=C(Cn1ccc2ccccc2c1=O)NCC(=O)N1CCN(c2ccc(F)cc2)CC1	-15%	0%	5%	12%	-6%	-3%	-2	0%	-1%
Cc1cccc(OCc2nnc(NC(=O)Cc3cccs3)s2)c1	-27%	10%[59 µM]	-34%	-1%	-30%	5%	4	-6%	15%
Cc1ccc(S(=O)(=O)N(C)C)cc1-n1c(SCC(=O)Nc2ccc(F)c(F)c2F)nc2ccccc2c1=O	-2%	?	-1%	-4%	-10%	14%	-2	-11%	-3%
COC(=O)c1cc(Br)c(=O)n(-c2nccs2)c1	195%[activator]	8%[2.33 µM]	8%	20%	-4%	18%	-1	-10%	-3%
CCCCOc1c(Br)cc(/C=N/O)cc1OCC	-32%	-10%[59 µM]	23%	1%	0%	55%[activator]	-9	5%	0%
CC(C)C1CC(c2ccccc2)(C(CN)CO)CCO1 (configuration not stated)	-20%	?	/	-7%	?	5%	-3	11%	-48%
O=C(Cn1nc(-c2ccc(Cl)cc2)c2ccccc2c1=O)NCC1CCCO1 (configuration not stated)	0%	7%	10%	-14%	35µM*	?	4	3%	-79%[56.9 µM]
Cc1ccc(C)c(NC(=O)CSc2nnc(-c3ccncc3)o2)c1	-26%	18%[12.7 µM]	1%	5%	-6%	11%	-6	0%	16%
CC(=O)C1CCC2C3CCC4=CC(=O)CCC4(C)C3(Br)C(=O)CC12C (configuration not stated)	-23%	/	/	3%	-9%	40%[activator]	-2	2%	-11%
COc1ccc(-c2cc(C(=O)OCC(=O)c3c(N)n(C)c(=O)n(C)c3=O)c3ccccc3n2)cc1	-1%&-12%	8%	-14%	-5%	13%	56%[activator]	0	-16%	-27%
CCOc1ccc(OCC)c(NC(=O)CN2CCN(c3cccc(C)c3)CC2)c1	?	3.5µM*	40µM*	29%	7.9µM*	25µM*	4	7%	10%

Fetched by structure from above (2):
SMILES	12-LOX inh	G9a inh	BAZ2B inh	GLS inhibitor	JMJD2A Tudor inh	HP1b binding inh	PI4K2A block	ERG-DNA inh	RGS4 inh
O=C(Cn1nc(-c2ccc(Cl)cc2)c2ccccc2c1=O)NCC1CCCO1 (configuration not stated)	0%	7%	10%	-14%	35µM*	?	4	3%	-79%[56.9 µM]
COc1ccc(-c2cc(C(=O)OCC(=O)c3c(N)n(C)c(=O)n(C)c3=O)c3ccccc3n2)cc1	-1%&-12%	8%	-14%	-5%	13%	56%[activator]	0	-16%	-27%

An excerpt, so the mix of outcomes need not match the whole.
